HIV fusion peptide: inhibitors of HIV fusion peptide binding, primary screen, biochemical, uHTS, fluorescence dequenching (AID 1986). cell-free peptide binding, fluorescence dequenching, 30 min; higher % means a stronger effect. one-dose inhibition, % at 20 µM; IC50 in µM for titrated hits. 290,000 compounds, 0.3% hits; in the data active = inhibition mostly above about 52%, no sharp cut-off; inactive = mostly below about 76%; note: some results filed as inactive read as strong as hits
KOR beta-arrestin-1: KOR antagonists, beta-arrestin recruitment, cell-based, luminescence, uHTS (AID 1778); KOR beta-arrestin recruitment, luminescence, antagonist mode; higher % means a stronger effect; one-dose inhibition, % at 10 µM; IC50 in µM for titrated hits; 290,000 compounds, 0.091% hits; note: strong numbers were not always called active
GPR55 antagonists: GPR55 antagonists blocking LPI-driven arrestin recruitment, primary screen, imaging, U2OS, beta-arrestin-GFP, LPI agonist (AID 2013); inhibition, % at 10 µM, or IC50 in µM where a hit was titrated; U2OS GPR55 beta-arrestin-GFP translocation imaging, LPI antagonism; higher % means a stronger effect; 290,000 compounds, 0.13% hits;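 active = spots per cell inhibited over 60%, with over 100 cells counted and total cytoplasm intensity under 500,000; inconclusive = wells with under 100 cells, flagged as likely toxic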;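 note: U2OS cells stably carrying GPR55 and arrestin-GFP stimulated by 5 µM LPI near EC80; imaged beta-arrestin-GFP aggregate spots per cell after agonist stimulation; plate controls were LPI-stimulated DMSO wells for no effect and DMSO wells without LPI for full effect; some results filed as inactive read as strong as hits; confirmed hits need IC50 under 10 µM and bright autofluorescent wells are also inconclusive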
GPR35 antagonists: inhibition of zaprinast-stimulated GPR35 beta-arrestin translocation – imaging, U2OS, beta-arrestin-GFP, zaprinast agonist, primary screen (AID 2058); U2OS GPR35 beta-arrestin-GFP translocation imaging, zaprinast antagonism; higher % means a stronger effect; inhibition, % at 10 µM, or IC50 in µM where a hit was titrated; 290,000 compounds, 0.052% hits;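 active = inhibition of at least 50% with at least 30 cells and total cytoplasm GFP at most 10,000,000; inconclusive = under 30 cells or total GFP of 10,000,000 plus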
GPR55 activation: GPR55 agonists via beta-arrestin recruitment, primary screen, imaging, U2OS cells, beta-arrestin-GFP redistribution (AID 1961); U2OS GPR55 beta-arrestin-GFP redistribution imaging; higher % means a stronger effect; activation, % at 10 µM, or EC50 in µM where a hit was titrated; 290,000 compounds, 0.048% hits;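 active = activation above 40% with more than 50 cells counted in the well; inconclusive = wells holding fewer than 50 cells, flagged as toxic or sparse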;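 note: U2OS osteosarcoma cells stably expressing GPR55 and beta-arrestin-GFP; plate controls were DMSO negative control for no effect and LPI positive control for full effect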
KOR beta-arrestin-2: KOR agonists, beta-arrestin recruitment, primary screen, cell-based, luminescence, uHTS (AID 1777). 280,000 compounds, 0.02% hits. KOR beta-arrestin recruitment, luminescence; higher % means a stronger effect. one-dose activation, % at 10 µM; EC50 in µM for titrated hits; in the data active = activation above about 50%, passing the limit was not always enough; note: a part of the inactive calls stands beside numbers as strong as those of hits
Myeloid diff MLP: promotes myeloid progenitor differentiation; calls only at 10 µM; ER-HoxA9 myeloid progenitors, lysozyme-GFP differentiation, flow cytometry; 360,000 compounds, 1% hits;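 active = normalized GFP-positive differentiation at or above the plate's own cutoff, the solvent-only control mean plus 3 SD; inconclusive = no clear call, values can overlap the other calls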;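 note: cells exposed to compound for four days before flow analysis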
NOD2 inhibition: inhibition of NOD2-driven NF-kB reporter – cell-based, luminescence, uHTS, HEK293 (AID 1566); HEK293 NOD2/NF-kB luciferase reporter, luminescence; higher % means a stronger effect; inhibition, % at 4 µM; hits with a dose series show EC50 in µM; 290,000 compounds, 0.63% hits; note: many of its hits are not listed in these tables
NOD1 NF-kB reporter: inhibition of NOD1-driven NF-kB reporter – cell-based, luminescence, uHTS, primary screen (AID 1578) | 290,000 compounds, 1% hits | inhibition, % at 4 µM, or EC50 in µM where a hit was titrated | NOD1-driven NF-kB luciferase reporter cells, luminescence; higher % means a stronger effect; in the data active = inhibition mostly above about 36%, no sharp cut-off; inactive = mostly below about 34%;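 note: HEK-293T reporter cells stimulated with the NOD1 agonist gamma-tri-DAP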
Myeloid diff MLP GFP+ MAC1+ %: further read-out of Myeloid diff MLP, marked with its call; GFP+ MAC1+ double positive, %; measured here: differentiation confirmed by MAC1 staining
Numbers without * were called inactive; i = inactive; ? = inconclusive; . = not tested or not shown; [ ] = another dose, or the depositor's remark. Cut-off read from the data, not from the text of the source, unless noted: active = inhibition above about 50%; inactive = the rest. An excerpt, so the mix of outcomes need not match the whole.

SMILES,NOD1 NF-kB reporter,GPR35 antagonists,Myeloid diff MLP,HIV fusion peptide,GPR55 antagonists,GPR55 activation,KOR beta-arrestin-1,NOD2 inhibition,KOR beta-arrestin-2,Myeloid diff MLP GFP+ MAC1+ %
CN(C)C(=O)c1noc2cc([N+](=O)[O-])ccc12,-16%,-4%,i,0.1%,12%,-0.2%,12%,1%,-2.9%,0.5
CCCC(O)(CCC)C(=O)NN(C(=O)CCl)c1ccccc1,-31%,-1%,i,-1.8%,-16%,-0.6%,33%,13%,-3.1%,0.2
CCN(CC)C(=O)Oc1ccc(OC(=O)N(CC)CC)cc1,22%,-3%,i,-2.3%,5%,-0.1%,-54%[20 µM],18%,3.9%,0.7
N#Cc1c(NC(=O)CN2CCOCC2)oc(-c2ccccc2)c1-c1ccccc1,-22%,0%,i,-0.1%,3%,0.0%,7%,-18%,2.1%,1.1
COc1ccc(C(=O)C2CCCN(C(=O)COc3ccc(C(C)=O)cc3)C2)cc1F (stereo unspecified),-22%,2%,i,-0.6%,8%,0.2%,-20%[20 µM],12%,-10%,0.7
O=C(NCc1nnc(SCc2ccccc2)n1-c1ccc(F)cc1)C12CC3CC(CC(C3)C1)C2,-20%,0%,i,-2.2%,3%,-0.2%,17%,8%,-1.6%,1.3
O=C1N/C(=N/O)S/C1=C\c1ccccc1-n1cccn1,-37%,4%,i,-0.5%,5%,-0.3%,16%,0%,-5.2%,0.4
COc1ccc(Cl)cc1NC(=S)NCCCN1CCCC1=O,-18%,6%,i,-1.6%,12%,1.8%,5%,5%,-1.2%,0.8
COc1cccc(C(=O)Nc2nnc(SCC(=O)NC3CCCC3)s2)c1,-36%,-12%,i,4.3%,-1%,-0.2%,-45%,-54%,3.0%,0.6
O=C(/C=C/c1ccc([N+](=O)[O-])cc1)NCCOc1ccc(F)cc1,-24%,9%,i,3.0%,0%,-0.3%,5%,0%,-0.9%,0.2
O=[N+]([O-])c1ccc(S(=O)(=O)N(CCCN2CCOCC2)Cc2cccs2)cc1,-32%,-5%,i,0.2%,13%,-0.2%,-14%,-5%,-4.1%,0.2
COc1ccc(O[C@H]2C=C[C@@H](c3ccccc3)O[C@@H]2CO/N=C/C[C@@H]2C=C[C@H](OC(C)=O)[C@@H](COC(C)=O)O2)cc1,1%,-1%,.,0.3%,16%,-0.2%,12%,20%,-0.3%,.
COc1ccc(NC(=O)N2CCCCCC2)cc1,-7%,-2%,i,2.5%,11%,-0.1%,20%[20 µM],2%,-4.9%,0.3
NC(=O)Nc1ccccc1C(=O)Nc1ccc2ccccc2c1,-18%,-4%,i,1.5%,-9%,0.6%,-30%[20 µM],12%,-9.2%,0.5
CC(=O)c1cc(N2CCC(C(=O)O)CC2)ccc1[N+](=O)[O-],-13%,2%,i,0.9%,-3%,-0.5%,31%,0%,-3.3%,0.1
Cc1cc2c(cc(C(=O)OC(C(=O)NCc3ccco3)C(C)C)n2C)o1 (stereo unspecified),2%,-7%,i,0.8%,1%,0.2%,-10%,-22%,8.9%,12
O=C(CCC1COc2ccccc2O1)NC1CCCCC1 (stereo unspecified),-31%,8%,i,-0.5%,8%,-0.1%,7%,-27%,-8.6%,0.5
Cc1cccc(N2CCN(C(=O)C3(S(=O)(=O)c4ccc(Cl)cc4)CC3)CC2)c1C,1%,-6%,i,0.2%,-5%,0.0%,-4%,12%,5.8%,0.4
CCOC(=O)c1cc(C#N)c(N2CCN(C)CC2)nc1-c1ccccc1,-17%,-2%,i,1.0%,5%,-0.3%,-10%,24%,0.3%,0.1
CN(C)CCCN(C(=O)c1ccc(S(=O)(=O)N2CCOCC2)cc1)c1nc2cc3c(cc2s1)OCO3,-43%,7%,i,0.8%,3%,-0.1%,-5%,3%,-3.2%,1.4
CCN(C(=O)CCS(=O)(=O)c1cccc2nsnc12)c1cccc(C)c1,-5%,4%,i,-1.4%,13%,0.3%,-3%,16%,-3.2%,3.2
Cc1ccc(S(=O)(=O)N2CCCCC2)cc1C(=O)N1CCN(c2ccccn2)CC1,-20%,-3%,i,-0.3%,2%,-0.4%,-2%,6%,2.2%,0.9
COc1ccc(C2C(C#N)=C(N)Oc3n[nH]c(C)c32)cc1Cn1cc([N+](=O)[O-])cn1 (stereo unspecified),-14%,1%,i,9.5%,16%,0.3%,5%,0%,-0.2%,0.8
CCCc1cc(=O)oc2cc(OC(C)C(=O)NCCCn3ccnc3)ccc12 (stereo unspecified),-20%,7%,i,-1.1%,4%,-0.2%,-17%,-14%,-2.3%,0.0
COc1ccc(CCNC(=O)C(CCC(N)=O)NS(=O)(=O)c2ccc(Cl)cc2)cc1OC (stereo unspecified),-2%,-9%,i,-1.9%,0%,0.0%,-12%,3%,-0.2%,0.6
CC(C)(C)c1cc(C(=O)NNC(=O)c2ccc(C(F)(F)F)cc2)no1,-10%,13%,i,0.3%,-3%,0.1%,20%,8%,3.9%,0.2
CCOc1ccc(-c2nnc3ccc(SC(C)C)nn23)cc1,-3%,5%,i,0.4%,0%,-0.1%,-8%,6%,-0.5%,2.1
NC(=O)c1ccc(NC(=O)Nc2ccc3c(c2)OCO3)cc1,-46%,4%,i,1.1%,9%,-0.1%,-19%,-40%,-3.1%,0.7
CCn1c(-c2ccc(F)cc2)cnc1SCC(=O)N1CCCCC1C (stereo unspecified),-51%,-1%,.,-2.3%,2%,-0.1%,-10%,-50%,-4.5%,.
COc1ccc(C2c3ccc4ccccc4c3Oc3ncn(Cc4ccco4)c(=N)c32)cc1OC (stereo unspecified),-9%,-16%,i,6.4%,96%,1.9%,24%,-2%,-5.1%,0.0
O=C1[C@@H]2C(c3cccnc3)=NO[C@@H]2C(=O)N1c1ccc(Br)cc1,-7%,-1%,i,2.4%,-4%,0.3%,-19%,9%,0.0%,0.6
Cc1nc2nc[nH]n2c(=O)c1NC(=O)c1c(-c2ccccc2Cl)noc1C,6%,20%,i,-0.5%,12%,-0.1%,-69%,7%,-2.7%,1.2
Cc1cccc(N2C(=O)C(Oc3ccc(Cl)cc3Cl)C2C=O)c1C (stereo unspecified),-10%,-14%,i,0.3%,34%,4.5%,-7%,-23%,4.1%,0.3
O=[N+]([O-])c1ccccc1-n1cnc2ccccc21,-40%,4%,i,-1.0%,14%,0.2%,-21%,-1%,-7.1%,0.2
CCCCc1ccc(NS(=O)(=O)c2c(C)n(C)c(=O)n(C)c2=O)cc1,0%,-2%,i,-0.6%,5%,0.0%,-6%[20 µM],22%,-3.8%,1.4
COc1ccccc1NS(=O)(=O)c1cc(C)ccc1C,-17%,4%,i,-0.3%,14%,0.0%,-12%,-6%,1.6%,0.7
Cn1c(SCC(=O)c2ccc(O)c(O)c2)nnc1-c1cccs1,13%,-10%,i,13%,8%,0.0%,-28%,-9%,.,0.2
Cc1ccc(S(=O)(=O)CCC(=O)c2ccc(F)cc2)cc1,-3%,-5%,?,1.9%,8%,-0.1%,-23%,11%,1.1%,.
Cc1ccc(CNc2ccc3c(c2)nc(C)n3C)cc1,-35%,5%,i,-1.6%,-3%,-0.2%,-1%[20 µM],-70%,-3.1%,0.3
OC(CN1CCN(c2ccc(C(F)(F)F)cn2)CC1)c1ccccc1 (stereo unspecified),-15%,7%,i,-0.9%,9%,-0.1%,9%,-58%,3.3%,1.6
Cc1ccn(CC(=O)N2CCCC(Nc3ccc(F)c(F)c3)C2)n1 (stereo unspecified),-7%,-4%,i,-1.6%,-8%,-0.1%,20%,-3%,-0.2%,1.3
CCc1ccccc1NC(=O)COC(=O)c1cccs1,-20%,29%,i,-1.1%,8%,-0.2%,27%,2%,-2.7%,0.5
Cc1ccc(C(=O)N2CCN(Cc3nc4sc5c(c4c(=O)[nH]3)CCCC5)CC2)cc1,1%,21%,i,-2.1%,4%,-0.2%,-11%,-1%,1.1%,0.7
O=C(NNC(=O)c1cccc2ccccc12)c1ccco1,-12%,13%,i,3.6%,0%,0.3%,-25%,6%,0.2%,0.6
Cc1cc(NC(=O)Nc2cc(C)nn2-c2ccccc2)n(-c2ccccc2)n1,-2%,18%,i,1.8%,7%,-0.1%,-15%,2%,-3.8%,1.7
NC(N)=NCCCc1cn(CC(=O)N2CCNCC2)nn1,-27%,2%,i,-0.2%,-15%,-0.1%,-13%,-1%,2.2%,0.7
Cc1sc(N2C(=O)C3C4C=CC(C4)C3C2=O)c(C#N)c1C (stereo unspecified),-1%,16%,i,-2.5%,3%,0.6%,.,13%,-1.6%,0.5
O=C(c1cccs1)C1C(c2ccc(Br)cc2)NC(=S)NC1(O)C(F)(F)F (stereo unspecified),-22%,-10%,i,0.5%,1%,0.5%,-9%,13%,6.4%,0.4
O=C1C(=O)N(CCN2CCOCC2)C(c2ccncc2)/C1=C(/O)c1ccc2c(c1)OCO2 (stereo unspecified),-13%,13%,i,-0.6%,-4%,-0.1%,11%,21%,-8.5%,2.6
CCc1cc(CN2CCOCC2)c(NC(=O)c2ccccc2)s1,-20%,-9%,i,-0.8%,-5%,0.5%,-28%,-12%,0.7%,0.6
Cc1cccc(N2C(=O)C3CCCN3C2=S)c1 (stereo unspecified),-3%,-4%,i,1.8%,3%,-0.1%,-21%,-4%,8.5%,0.7
Cc1ccccc1C(=O)N1CCC(C(=O)Nc2ccc(S(=O)(=O)N3CCCCC3)cc2)CC1,19%,-20%,i,-0.5%,-22%,-0.1%,-50%,31%,9.3%,1.9
CC(=O)c1cccc(NC(=O)N2CCc3ccccc3C2)c1,-19%,-21%,i,0.0%,4%,0.2%,-2%,-32%,-1.9%,7.4
O=C(c1cnc(-c2ccccc2)s1)c1ccc(Cl)cc1Cl,10%,0%,i,6.2%,15%,0.2%,-6%,-7%,0.1%,1.3
CSCCC1NC(=O)N(CC(=O)Nc2ccc(Br)cc2Br)C1=O (stereo unspecified),-7%,13%,i,1.4%,5%,-0.1%,15%,-9%,-2.1%,0.0
CC(=O)Nc1c(C)nn(-c2ccc([N+](=O)[O-])cc2)c1C,-28%,10%,i,-2.3%,2%,-0.1%,-22%[20 µM],-2%,.,0.1
